High-throughput results (PubChem BioAssay)
MsrA inh – inhibits bovine methionine sulfoxide reductase A; inhibition, % at 15.5 µM; purified bovine MsrA, absorbance read-out; 0.75% of 360,000 active; in the data active = inhibition above about 4.5%;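 note: 0% = vehicle wells with enzyme and 100% = reference inhibitor wells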
NadD inh – inhibitors of Staphylococcus aureus NadD; purified NadD enzyme, colorimetric absorbance read-out; inhibition, % at 20 µM; 0.78% of 360,000 active; AID 602399; in the data active = inhibition above about 26%; note: some compounds past the cut are filed as inactive
Scp-1 inhibitor – Scp-1 (human) phosphatase inhibition; Q9GZU7; Recombinant Scp1, phosphopeptide, malachite green phosphate absorbance; inhibition, % at 20 µM; 0.88% of 340,000 active;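 active = inhibition above about 50% at 20 µM, limit read from the data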;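 note: plate controls were DMSO wells with enzyme for no effect and wells lacking enzyme for full effect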
Target sequence (Q9GZU7 76-261 limits assumed): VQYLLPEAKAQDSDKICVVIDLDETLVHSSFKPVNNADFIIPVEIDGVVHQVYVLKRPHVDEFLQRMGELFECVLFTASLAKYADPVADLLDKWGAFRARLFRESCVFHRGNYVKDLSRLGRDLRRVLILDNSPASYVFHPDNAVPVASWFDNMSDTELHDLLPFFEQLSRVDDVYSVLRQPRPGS
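Times: enzyme reaction 45 min at room temperature, colour 5 min, stabilisation 30 min. Material: SCP-1 catalytic fragment, aa 76-261. Medium: Acidic Tris acetate buffer with magnesium and detergent. Signal: colorimetric free-phosphate detection, absorbance 630 nm. Read-out basis: % inhibition of SCP-1 phosphate liberation. Reagent: Phosphorylated 17-residue peptide substrate.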
Tb MetRS inh – blocks T. brucei methionyl-tRNA synthetase activity; purified T. brucei MetRS, ATP depletion, Kinase-Glo luminescence; inhibition, % at 11.9 µM; 0.4% of 360,000 active; AID 624268;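 active = inhibition above a per-plate cutoff of the control wells' mean inhibition plus 3 SD, cut at about 5.5% in these data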;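 note: 0% = DMSO wells median and 100% = median of wells with control inhibitor compound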
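System: purified T. brucei MetRS enzyme / Detection: Kinase-Glo luciferase luminescence reporting remaining unconsumed ATP / Medium: HEPES buffer with MgCl2, KCl, DTT, spermine, BSA, pyrophosphatase / Replication: singlicate, one well per compound / Evaluation: percent inhibition relative to median high and low control wells / Schedule: 2 h aminoacylation at 25 °C after 15 min preincubation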
Rpn11 block – Rpn11 (human) deubiquitinase inhibition; O00487; human 26S proteasome, Ub4-pepOG fluorescence polarization; 20S core pre-blocked with epoxomicin; calls only at 20 µM; 0.59% of 360,000 active;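 active = inhibition at 20 µM, scaled to each plate's controls, above about 33%, limit read from the data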
Target sequence (O00487 whole entry, looked up): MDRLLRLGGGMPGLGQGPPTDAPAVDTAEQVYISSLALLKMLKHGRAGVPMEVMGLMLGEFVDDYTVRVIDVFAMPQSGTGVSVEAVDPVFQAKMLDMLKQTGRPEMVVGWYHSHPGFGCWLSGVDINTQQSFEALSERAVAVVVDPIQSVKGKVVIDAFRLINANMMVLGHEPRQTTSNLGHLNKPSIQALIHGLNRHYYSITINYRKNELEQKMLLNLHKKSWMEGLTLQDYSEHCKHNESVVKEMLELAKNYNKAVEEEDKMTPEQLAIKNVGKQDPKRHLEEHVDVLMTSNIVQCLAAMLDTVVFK
DNMT1 inh – DNMT1 (human) enzyme inhibition. inhibition (reported as % activation of signal), % at 10 µM. DNMT1 molecular beacon, Hinp1I cleavage, fluorescence. P26358. 0.83% of 360,000 active; in the data active = inhibition above about 50%
SUMO1-SIM PPI – modulators of human SUMO1-mediated protein-protein interactions; SUMO1 binding to a labelled peptide, TR-FRET, 1 h; P63165; 0.33% of 360,000 active; inhibition, % at 20 µM; in the data active = inhibition above about 37%
CSN deneddyl inh – inhibitors of human CSN-mediated cullin deneddylation; Q92905; Purified CSN, SCF-Nedd8-OG deneddylation, fluorescence polarization; inhibition, % at 12.5 µM; 0.38% of 360,000 active;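 active = pattern-corrected inhibition above about 35%, with an unprinted fluorescence ratio check between 0.5 and 1.5, limit read from the data, passing the limit was not always enough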;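 note: 0% = enzyme with substrate and 100% = substrate without enzyme; some results filed as inactive read as strong as hits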
Target sequence (Q92905 whole entry, looked up, one chain of several): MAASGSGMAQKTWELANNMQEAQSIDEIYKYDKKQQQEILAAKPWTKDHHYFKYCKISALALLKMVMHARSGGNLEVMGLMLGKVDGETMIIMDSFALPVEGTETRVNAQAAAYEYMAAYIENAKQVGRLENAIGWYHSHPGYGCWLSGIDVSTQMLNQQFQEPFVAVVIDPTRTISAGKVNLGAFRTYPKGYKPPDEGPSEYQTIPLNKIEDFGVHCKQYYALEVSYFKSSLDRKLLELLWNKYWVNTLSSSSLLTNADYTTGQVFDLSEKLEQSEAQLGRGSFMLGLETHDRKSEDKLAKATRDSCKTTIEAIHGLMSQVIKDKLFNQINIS
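Detection – fluorescence polarization · System – HEK293T-derived human Csn5 enzyme · Controls – substrate-only high control, full reaction low control · Timing – 90 min, room temperature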
LMPTP block – blocks human LMPTP phosphatase. inhibition, % at 20 µM. recombinant LMPTP-A, OMFP fluorogenic substrate, fluorescence intensity. 0.22% of 360,000 active;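 active = compounds that cut the enzyme signal by at least half of the control window in the single-dose screen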;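 note: plate controls were DMSO wells with enzyme plus substrate for no effect and substrate without enzyme for full effect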
Target sequence (P24666 whole entry, looked up): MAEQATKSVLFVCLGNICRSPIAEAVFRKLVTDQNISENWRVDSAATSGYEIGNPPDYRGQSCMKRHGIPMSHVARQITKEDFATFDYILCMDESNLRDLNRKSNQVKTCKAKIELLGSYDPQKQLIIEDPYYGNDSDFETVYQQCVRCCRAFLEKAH
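Buffer or medium: Bis-Tris pH 6.0, DTT, detergent; Assay system: LMPTP-A enzyme; Quantity: 0.625 nM enzyme; Detection: endpoint fluorescence intensity; Times: 50 min dark incubation at room temperature; Controls: substrate-only low control, DMSO enzyme-plus-substrate high control; Doses: single 20 µM dose; Read-out: percent inhibition versus substrate-only and uninhibited controls; Reagent: 400 µM OMFP.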
STEP block – STEP (human) phosphatase inhibition; P54829; recombinant STEP, OMFP fluorogenic substrate, fluorescence; inhibition, % at 20 µM; 0.25% of 360,000 active;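 active = inhibition at 20 µM, scaled per plate between control wells, above about 37%, limit read from the data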;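 note: 0% = DMSO with enzyme and substrate and 100% = substrate only without enzyme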
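Also added – OMFP at 25 µM · Test system – STEP tyrosine phosphatase · Technique – FITC-channel fluorescence of OMFP product · Schedule – 20 min at room temperature, dark · Evaluation – control-normalized % inhibition with plate pattern correction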
Starred values were filed as active, the others as inactive; i = inactive; nt = no result given.

SMILES	MsrA inh	NadD inh	Scp-1 inhibitor	Tb MetRS inh	Rpn11 block	DNMT1 inh	SUMO1-SIM PPI	CSN deneddyl inh	LMPTP block	STEP block
O=C(Oc1ccc(-c2nnco2)cc1)c1ccc(F)c(S(=O)(=O)N2CCOCC2)c1	0.2	-7	-1	-0.3	i	-2	-2	1	0.4	-2
O=C(Nc1nnc(-c2cccs2)s1)c1cccc(F)c1	0.3	-6	-8	0.1	i	2	-3	0	-0.8	1
Cc1ccc2nc(-c3cccc(Br)c3)cc(C(=O)NCC3CCCO3)c2c1 (centres undefined)	1.6	-8	7	-0.9	i	-1	-3	4	2.2	0
O=C(CN1CCN(C(=O)c2cccc(-n3cnnn3)c2)CC1)Nc1ccccc1Cl	-0.6	1	-6	0.1	i	7	0	2	-1.1	-8
CCOC(=O)c1c(CC(C)C)csc1NC(=O)C(C)C	0.3	-3	-10	-1.3	i	-1	2	0	2.3	1
CC(C)Cc1ccc(C(C)C(=O)Nc2cccnc2)cc1 (centres undefined)	2.7	-9	-3	-0.4	i	1	3	1	0.8	-2
Nc1ccc(-c2nc3ccc([N+](=O)[O-])cc3[nH]2)cc1	2.3	2	3	-0.8	i	-6	-17	-1	0.9	-4
O=C1N[C@H]2CC=C[C@H]2N(Cc2cccs2)c2ccccc21	1.9	-3	1	-0.5	i	3	5	-1	-0.8	2
Cc1ccc(S(=O)(=O)N2CCN(c3ccnc4cc(Cl)ccc34)CC2)cc1	-0.4	5	4	-0.6	i	-6	5	15	8.5	6
CCOc1ccc2c(c1)nc(NCCCO)n2Cc1ccccc1	1.0	-8	-9	0.3	i	0	3	-2	-0.8	6
Cc1cc(Br)cn2c(Cc3ccsc3)c(-c3ccc(C#N)cc3)nc12	nt	0	nt	-1.7	i	-14	4	77*	0.4	-3
CCN(CC)S(=O)(=O)c1ccc(Cl)c(C(=O)Nc2cccnc2)c1	-0.2	-6	1	-0.9	i	3	7	0	-1.2	2
COc1nc(NCCO)nc(Nc2ccccc2F)n1	-1.1	1	-8	-0.4	i	0	3	9	-0.8	1
COc1cccc(N2CCN(CC(=O)NCc3cccs3)CC2)c1	0.4	-2	-5	0.3	i	-1	1	2	-0.4	2
CCc1nn(CC(=O)N2CCN(CC)CC2)c(=O)c2cccn12	1.2	1	2	-0.4	i	-1	1	3	-1.1	0
COc1ccc(OC)c(C(=O)CCCC(=O)c2cc(OC)ccc2OC)c1	-0.9	-9	-7	-1.0	i	-3	6	0	1.2	3
CN(C(=O)c1ccc(NC(=O)Cc2cccc(NC(=O)C3CCN(C(=O)C4CC4)CC3)c2)cc1)C1CCCC1	0.7	1	0	-0.4	i	2	-4	1	-0.4	-2
CCOC(=O)C1=CN(CC)S(=O)(=O)NC1CCc1ccccc1 (centres undefined)	-0.8	-3	4	-2.6	i	9	-1	-1	0.0	0
Cc1ccc(S(=O)(=O)N(C)CC(=O)Nc2ccccc2N2CCCC2)cc1	0.2	0	6	0.2	i	4	-2	1	1.0	-2
O=C(CN1C(=O)c2ccccc2C1=O)N1CCCCC1	-0.6	3	-3	-0.6	i	-2	-8	3	1.2	2
Cc1ccc(NC(=O)CSc2nnc(C)c(=O)n2N)c(C)c1	-1.2	7	48	-1.3	i	7	4	-1	-1.4	-2
O=C(NCc1ccccc1)C1=C[C@@H](c2coc3ccccc3c2=O)C[C@@H](OCc2ccc(CO)cc2)O1	0.3	-5	-7	0.0	i	-4	-5	-5	0.9	2
Cn1c2c(c3ccccc31)CCSC2=O	0.6	-2	-8	0.4	i	5	-10	0	-0.3	0
COC(=O)c1c(C)oc2cc(Br)c(OCC(=O)C(C)(C)C)cc12	-1.0	-5	-15	0.2	i	4	-1	2	0.7	0
COCCn1c(C)cc(C(=O)CSc2nnc(C3CC3)n2C2CC2)c1C	0.5	1	-13	0.0	i	0	5	-3	-0.7	1
Cc1c(/C=N/Nc2ccc(F)cc2)c(O)n(C)c(=O)c1C#N	6.4*	4	5	-0.7	i	-5	-17	9	1.0	2
CC(C)(C)c1ccc2c(c1)OC(C(=O)N/N=C\c1ccncc1)CO2 (centres undefined)	0.2	-6	-1	0.1	i	-1	-7	1	0.4	0
CC1CCCC(C)N1C(=O)COC(=O)c1cc(F)c(F)cc1Cl (centres undefined)	-0.2	-4	-6	-0.1	i	4	0	-1	0.0	1
O=C1/C(=N\O)Cc2ccccc21	0.0	0	-9	0.7	i	-1	-7	-5	-0.4	-2
CCOc1ccc(CCNC(=O)Cc2nn[nH]n2)cc1OCC	-0.1	6	-4	-1.7	i	0	-2	4	-0.9	3
CCCOc1ccc(C(=O)Nc2ccc3c(c2)OCCO3)cc1	-1.6	-6	-2	-2.2	i	4	0	1	0.8	-1
CCOc1ccc(Nc2nc(Cc3nnc(SCC(=O)c4ccc(C)c(C)c4)o3)cs2)cc1	-0.4	-1	8	-1.1	i	-8	0	1	2.1	2
CC1CN(C(=O)CCC(=O)N2CCCCC2)c2cc(Cl)ccc2O1 (centres undefined)	0.6	-3	-4	-0.6	i	3	6	0	-0.9	-4
CCCNC(=O)C1CC(=O)N(c2ccc(OCC(=O)Nc3cccc(C)c3C)cc2)C1 (centres undefined)	-0.3	0	3	-0.2	i	8	1	8	-0.7	-1
Cc1cc(C)n(CCc2nc(-c3ccc(C)o3)cs2)n1	-0.1	0	-7	0.0	i	-5	-1	10	-1.6	-1
CCOC(=O)Cn1c(C)cc(=O)c2cccc(C)c21	0.7	-6	-10	-0.7	i	0	-1	-4	1.1	0
O=C1[C@@H]2[C@H](C(=O)N1Cc1ccco1)[C@H]1C=C[C@@H]2C1	1.7	-2	-8	-0.3	i	6	2	2	0.5	-5
CCOc1cc(S(=O)(=O)n2cc(-c3ccc(F)cc3)c(N)n2)cc(OCC)c1OCC	-1.5	-6	-13	-0.7	i	-3	1	-3	3.3	0
CCOC(=O)c1sc(NC(=O)CSc2nnc(C(C)C)n2CC)nc1C	-0.4	-4	-9	-0.4	i	0	-1	-6	0.4	-2
CCCCCCCCOC(=O)c1cc([N+](=O)[O-])c(Sc2ncnc3nc[nH]c23)c([N+](=O)[O-])c1	1.0	19	-5	-0.3	i	22	5	3	-0.9	-1
C=CCn1c(Cn2c(-c3cnccn3)nc3ccccc32)nc2ccccc21	3.3	-7	nt	-1.4	nt	nt	-3	-6	0.9	nt
Cc1ccc(-c2c(=O)n(O)c3ccccc3[n+]2[O-])cc1	0.7	-7	-3	0.5	i	-3	-22	-3	-2.4	0
COc1ccc2[nH]c3c(c2c1)CCN1C(=O)C(CC(=O)NCc2ccco2)C[C@H](C(=O)N2CCOCC2)[C@@]31C (some centres undefined)	0.2	-4	4	0.4	i	2	0	-5	-1.2	-2
CCN1CCCC1CNC(=O)c1cc(COc2ccc(C)c(C)c2)on1 (centres undefined)	-0.4	-6	-9	-0.5	i	-6	-1	3	-0.6	-1
COc1c(OC(C)=O)ccc(/C=C/c2ccc3ccccc3n2)c1[N+](=O)[O-]	2.3	-4	1	3.6	i	0	-8	3	4.7	-3
CC(=O)c1ccccc1OCC(O)CN1CCN(c2ccccn2)CC1 (centres undefined)	0.9	0	5	-0.5	i	-1	-10	1	-0.1	-3
CCOC(=O)N1CCN(S(=O)(=O)c2ccc3c(c2)CCN3C(=O)CC)CC1	3.9	-4	-2	-1.3	i	-1	-1	0	-0.1	-2
CCOc1ccccc1CN1CCC(N2CCC(C(=O)NC3CC3)CC2)CC1	-0.3	-8	-10	0.4	i	0	7	-4	-1.8	0

Entries of single compounds, looked up by structure. Order of screens: MsrA inh	NadD inh	Scp-1 inhibitor	Tb MetRS inh	Rpn11 block	DNMT1 inh	SUMO1-SIM PPI	CSN deneddyl inh	LMPTP block	STEP block
`CCOC(=O)N1CCN(S(=O)(=O)c2ccc3c(c2)CCN3C(=O)CC)CC1` is listed as 3.9	-4	-2	-1.3	i	-1	-1	0	-0.1	-2
`CCOc1ccccc1CN1CCC(N2CCC(C(=O)NC3CC3)CC2)CC1` is listed as -0.3	-8	-10	0.4	i	0	7	-4	-1.8	0

Next section:
SMILES	MsrA inh	NadD inh	Scp-1 inhibitor	Tb MetRS inh	Rpn11 block	DNMT1 inh	SUMO1-SIM PPI	CSN deneddyl inh	LMPTP block	STEP block
Cc1ccc(Nc2nc(C(=O)N3CCC(C(=O)NC(C)C)CC3)cs2)cc1	-0.9	-1	-2	-0.5	i	0	-1	4	6.4	1
O=C(COC(=O)/C=C/c1ccccc1)NCc1ccco1	-1.8	1	nt	-0.1	i	2	-10	-3	-1.1	1
Cc1cccc(C)c1NC(=O)CNC(=O)c1ccc(COc2ccccc2)o1	-0.8	2	1	-0.3	i	2	0	-6	-0.8	-2
O=c1c2c3nc4ccccc4nc3n(Cc3ccccc3)c2ncn1Cc1ccco1	1.4	39*	6	-0.6	i	39	-2	22	62*	2
CCOc1ccc(CCNC(=O)COC(=O)c2ccncc2)cc1OCC	0.5	-4	6	-0.7	i	-1	2	0	-1.3	-3
O=C(COC(=O)c1cnccn1)Nc1ccc(Cl)cn1	-0.8	-3	-3	-0.4	i	6	8	5	-0.6	-4
CC1CCN(CCCn2c(=S)[nH]c3c(sc4ccc([N+](=O)[O-])cc43)c2=O)CC1	0.6	6	0	1.5	i	1	7	-2	-0.9	4
Cc1cc(C)c(NS(=O)(=O)c2ccc3c(c2)oc(=O)n3C)c(C)c1	-0.1	1	nt	-0.3	i	6	1	2	-0.6	2
Cc1ccc(S(=O)(=O)N2CCOCC2)cc1NC(=O)COC(=O)C1(C)CC1(Cl)Cl (centres undefined)	-0.3	-5	0	-0.1	i	-3	-3	-2	-0.4	-2
Cc1cc2c(cc(C(=O)OC(C(=O)NC3CCCCC3)C(C)C)n2C)o1 (centres undefined)	2.3	-1	-10	0.0	i	1	0	-1	1.2	1
CC(Sc1ccccn1)C(=O)NC1CCCC1 (centres undefined)	-1.0	-2	1	-0.2	i	5	0	-2	-0.8	-2

As entered above:
Entry of Cc1ccc2nc(-c3cccc(Br)c3)cc(C(=O)NCC3CCCO3)c2c1 (centres undefined) in DNMT1 inh: -1
Entry of CN(C(=O)c1ccc(NC(=O)Cc2cccc(NC(=O)C3CCN(C(=O)C4CC4)CC3)c2)cc1)C1CCCC1 in Scp-1 inhibitor: 0
Entry of O=C(CN1C(=O)c2ccccc2C1=O)N1CCCCC1 in Scp-1 inhibitor: -3
Entry of O=C1[C@@H]2[C@H](C(=O)N1Cc1ccco1)[C@H]1C=C[C@@H]2C1 in LMPTP block: 0.5
Entry of CCN1CCCC1CNC(=O)c1cc(COc2ccc(C)c(C)c2)on1 (centres undefined) in LMPTP block: -0.6

This is a random part of the collection; overall some 3.9% were active at least once.
